Compound activity as filed in PubChem BioAssay.
E coli Lon inh – inhibitors of E. coli Lon protease, primary screen, biochemical, fluorescence polarization; 0.42% of 360,000 active; purified E. coli Lon protease; inhibition, % at 7.94 µM; P0A9M0; in the data active = inhibition above about 13%, passing the limit was not always enough;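 note: 0% = enzyme with probe and DMSO and 100% = no enzyme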
MT1-MMP act inh – blockers of MT1-MMP proenzyme processing, primary screen, HT1080 RFP-PRO-GFP cells, GFP/RFP fluorescence. Matrix metalloproteinase-14 (Homo sapiens), P50281. GFP/RFP ratio fluorescence, overnight; percent of plate control window, DMSO zero. GFP/RFP ratio change, % at 20 µM. 0.061% of 360,000 active. AID 651647, 2012;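 active = GFP/RFP ratio change of at least 30% with cell ATP level not reduced by more than half and red fluorescence within 50% of control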; note: strong numbers were not always called active
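system = RFP-PRO-GFP reporter HT1080 cells | dosing = 20 µM single dose, 1% DMSO | timing = overnight cell settling, then overnight compound exposure, 37 °C, 5% CO2 | read-out basis = GFP/RFP fluorescence ratio | controls = DMSO and RFP-L50D-GFP cell wells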
MsrA act – bovine MsrA enzyme activators, primary screen, biochemical, absorbance, HTS; Methionine sulfoxide reductase A (Bos taurus); purified bovine MsrA, absorbance read-out; activation, % at 10.6 µM; 0.3% of 360,000 active; in the data active = activation above about 7.5%;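 note: 0% = vehicle and 100% = reference activator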
CendR NRP1 mod – modulators of CendR peptide binding to NRP-1, primary screen, biochemical, fluorescence polarization, uHTS | Neuropilin-1 (Homo sapiens), O14786 | FAM-RPARPAR peptide binding to NRP-1 | inhibition, % at 25 µM | 0.85% of 360,000 active;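 active = inhibition or corrected inhibition above about 18%, plus a signal ratio from 0.5 to 1.5, limit read from the data, passing the limit was not always enough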; note: strong numbers were not always called active
SKN-1 inh – suppressors of acrylamide-induced Pgst-4::GFP reporter in worms, primary screen, SKN-1 inhibitor project, whole organism, uHTS, GFP/RFP fluorescence ratio, strain VP596; inhibition, % at 21.8 µM; 0.49% of 360,000 active; AID 624304, 2012; C. elegans VP596 Pgst-4::GFP/RFP ratio, 24 h;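 active = interference check ratio from 0.5 to 1.5 plus GFP to RFP signal ratio inhibition reaching or exceeding a fixed threshold, cut at about 30% in these data, passing the limit was not always enough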; note: some compounds called inactive have numbers as strong as hits
Neddylation inh – inhibitors of cullin neddylation, primary screen, biochemical, TR-FRET, uHTS, NAE and Ubc12; calls only at 25 µM; 0.58% of 360,000 active; AID 651699, 2012; in the data active = inhibition above about 36%
FAS-TE inh – FAS thioesterase domain inhibitors, primary screen, biochemical, fluorescence intensity, uHTS. Fatty acid synthase (Homo sapiens), P49327. inhibition, % at 15 µM. 0.67% of 360,000 active. recombinant FAS-TE, OMFH fluorogenic substrate, fluorescence endpoint;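 active = compounds whose normalised, plate-corrected inhibition of enzyme fluorescence in the single-dose primary screen is 50% or more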;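 note: 0% = DMSO with enzyme and 100% = substrate without enzyme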
MLLE-PAM2 inh – inhibitors of PABP1 MLLE–PAM2 peptide binding, primary screen, biochemical, fluorescence polarization, FITC-PAM2, GST-MLLE; Polyadenylate-binding protein 1 (Homo sapiens), P11940; inhibition, % at 20 µM; 0.36% of 360,000 active; AID 588489, 2011; in the data active = inhibition above about 35%, passing the limit was not always enough;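 note: plate controls were DMSO wells with GST-MLLE for no effect and wells lacking GST-MLLE protein for full effect; some results filed as inactive read as strong as hits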
Target sequence (P11940 whole entry, looked up): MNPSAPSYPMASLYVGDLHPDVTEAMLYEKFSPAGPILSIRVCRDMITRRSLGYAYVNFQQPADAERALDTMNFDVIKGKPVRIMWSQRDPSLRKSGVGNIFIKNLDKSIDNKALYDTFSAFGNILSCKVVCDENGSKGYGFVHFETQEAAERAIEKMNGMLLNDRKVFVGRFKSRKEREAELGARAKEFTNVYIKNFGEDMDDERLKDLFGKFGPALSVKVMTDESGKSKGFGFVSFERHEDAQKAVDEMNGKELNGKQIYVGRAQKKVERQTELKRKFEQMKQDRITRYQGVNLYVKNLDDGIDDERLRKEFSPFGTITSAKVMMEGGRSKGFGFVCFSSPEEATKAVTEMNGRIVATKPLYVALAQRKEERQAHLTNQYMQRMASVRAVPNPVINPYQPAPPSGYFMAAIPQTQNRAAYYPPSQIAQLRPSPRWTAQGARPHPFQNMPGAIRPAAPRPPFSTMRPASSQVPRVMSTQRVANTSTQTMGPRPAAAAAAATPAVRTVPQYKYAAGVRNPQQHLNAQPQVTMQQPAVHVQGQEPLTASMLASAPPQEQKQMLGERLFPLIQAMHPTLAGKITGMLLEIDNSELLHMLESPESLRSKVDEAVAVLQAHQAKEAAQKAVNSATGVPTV
Rin1 Abl inh – inhibitors of Rin1-Abl protein binding, primary screen, biochemical, TR-FRET; Tyrosine-protein kinase ABL1 (Homo sapiens) + Ras and Rab interactor 1 (Homo sapiens), …; 0.4% of 360,000 active; inhibition, % at 7.35 µM; in the data active = inhibition above about 5%, passing the limit was not always enough
Starred values were filed as active, the others as inactive; i = inactive; x = not tested or not shown.

SMILES	E coli Lon inh	MT1-MMP act inh	MsrA act	CendR NRP1 mod	SKN-1 inh	Neddylation inh	FAS-TE inh	MLLE-PAM2 inh	Rin1 Abl inh
Nc1nonc1-n1nnc(C(=O)N/N=C/c2cccc(Cl)c2)c1-c1ccc2c(c1)OCO2	-8	-1	-2	-1	-3	x	18	6	3
O=C(COc1ccc([N+](=O)[O-])cc1)NCC(c1cccs1)N1CCOCC1 (stereo not drawn)	-6	-1	-3	-1	13	i	7	22	4
O=S(=O)(Nc1nc(-c2ccccc2)cs1)c1cccc(C(F)(F)F)c1	-9	1	-3	5	6	i	11	-6	1
CCCCCC(=O)N1C[C@@H](n2cc(C3CC3)nn2)[C@H](O)C[C@@H]1c1ccccc1	-1	0	-3	-6	14	i	-4	-5	-2
CCOC(=O)C(NC(=O)NCc1ccc(F)cc1)(OCC)C(F)(F)F (stereo not drawn)	-2	1	-6	-10	20	i	-8	4	0
CC(=O)N(CCc1cccc(C)c1)Cc1cc2ccc(C)cc2[nH]c1=O	6	-4	-3	3	14	i	1	-2	0
COc1cc(OC)c(C(=O)Nc2cc(S(=O)(=O)N3CCOCC3)ccc2N2CCOCC2)cc1OC	-4	2	-1	-16	6	i	3	0	3
Cc1ccc(NC(=O)CCSc2nnnn2-c2ccc3c(c2)OCO3)cc1C	-8	-5	-3	0	8	i	14	3	-1
NC(=O)c1cnccc1C=Cc1ccccc1	-10	1	2	9	-1	i	-6	4	-5
O=C(NCCOc1ccc(Cl)cc1)c1cccc(S(=O)(=O)N2CCCC2)c1	-3	x	-12	-9	-21	i	10	1	3
O=C(COc1ccc(Br)cc1Cl)c1ccc[nH]1	9	-5	-3	-11	19	i	7	-14	-1
CC(C)CNC(=O)COC(=O)c1ccc([N+](=O)[O-])cc1Cl	-1	-5	0	2	0	i	2	9	-2
CC(=O)c1c(C)[nH]c(C(=O)NCc2ccccc2Cl)c1C	-6	4	-8	-16	-8	i	-5	-21	-5
O=C(CSc1nnc(NC2CCCCC2)s1)NCc1ccco1	5	-1	-1	14	2	i	-4	3	-1
CC1(C)Cc2c(sc3nc(C4CC4)n(N)c(=O)c23)CO1	5	0	-4	1	-2	i	-4	-9	-1
CNC(=S)NNC(=O)c1oc2nc(-c3ccccc3)cc(-c3ccco3)c2c1N	-3	-21	-2	-29	4	i	-6	-39	-1
COc1ccc(NC(=O)CN(C)CC(=O)Nc2sc3c(c2C(N)=O)CCC3)cc1	-7	-2	-1	-18	7	i	-2	0	3
Cn1nnnc1SCC(=O)Nc1ccccc1-c1ccccc1	-6	-1	-11	-1	-19	i	-4	-15	4
Cc1ccc(CNC(=O)CCNS(=O)(=O)c2cccc3nsnc23)cc1	-8	-1	0	12	7	i	-1	-7	-3
CCn1ncc([N+](=O)[O-])c1C(=O)Nc1ccc(C)c(C)c1	3	4	-2	16	23	i	-2	6	2

Overlap with the part before: three entries, then new ones.
SMILES	E coli Lon inh	MT1-MMP act inh	MsrA act	CendR NRP1 mod	SKN-1 inh	Neddylation inh	FAS-TE inh	MLLE-PAM2 inh	Rin1 Abl inh
Cn1nnnc1SCC(=O)Nc1ccccc1-c1ccccc1	-6	-1	-11	-1	-19	i	-4	-15	4
Cc1ccc(CNC(=O)CCNS(=O)(=O)c2cccc3nsnc23)cc1	-8	-1	0	12	7	i	-1	-7	-3
CCn1ncc([N+](=O)[O-])c1C(=O)Nc1ccc(C)c(C)c1	3	4	-2	16	23	i	-2	6	2
O=C(O)C1C2CCCCC2=C2CCCCC2C1C(=O)c1ccccc1 (stereo not drawn)	6	-3	-6	4	3	i	-4	6	0
COc1ccc(CCN2C(=O)CSCC2(C)C(=O)Nc2ccc3c(c2)OCCO3)cc1OC (stereo not drawn)	x	2	x	-11	3	i	x	x	x
S=C(c1cccs1)N1CCN(c2ccccc2)CC1	-19	4	-3	4	2	i	12	23	7
CC1(c2nc3ccccc3cc2C#N)OCCO1	-4	4	0	-1	4	i	-6	-9	0
BrC(=C\c1ccccc1)/C=N/N1CCN(Cc2ccccc2)CC1	-6	-1	-5	-1	18	i	14	7	-1
CNC(=S)N(Cc1ccco1)Cc1cc2cc(OC)ccc2[nH]c1=O	3	-1	-9	12	15	i	-5	-90	3
O=c1nc2sc3ccccc3n2c(=O)n1-c1ccc(Cl)cc1	-3	6	-2	-3	1	i	3	16	-2
O=[N+]([O-])c1ccc(/C=N/Nc2cc(Cl)nc(-c3ccccc3)n2)cc1	3	0	-4	16	9	i	8	-10	-1
CC(C)CC1NC(=O)c2cccnc2-n2c1nc1cc(F)c(F)cc1c2=O (stereo not drawn)	10	1	-5	3	-2	i	3	8	4
COCCNc1nnc(SCC(=O)c2c[nH]c3ccccc23)s1	-4	0	-6	-14	6	i	-14	-2	0
CCC(C(=O)OCCN(CC)CC)c1ccccc1 (stereo not drawn)	9	-3	-3	3	9	i	-4	0	1
CNc1ccc(-c2cccc(C#N)c2)cn1	-12	-2	0	4	4	x	-5	8	1
COC(=O)c1c(NC(=O)c2c(OC)cccc2OC)sc2c1C(C(=O)OC)CC2 (stereo not drawn)	-5	10	-4	7	6	x	1	-4	2
O=C(NCCN1CCC(n2c(=O)[nH]c3ccccc32)CC1)c1cccc(F)c1	5	5	-2	8	-8	i	-9	x	x
Cc1cccc(NC(=O)CNC(=O)c2cccc(S(=O)(=O)NCc3cccs3)c2)c1C	-16	7	-2	5	12	i	0	-3	1
C=CCSc1nc(=O)n2ccc(C)cc2n1	-8	0	-5	-26	-7	i	1	6	-2
CCCCOC(=O)Nc1nnc(SCCOc2ccc(C)cc2)s1	2	4	-12	-7	-12	i	-6	11	1
O=C(O)c1ccc(Nc2nc3ccccc3nc2NS(=O)(=O)c2cccs2)cc1	8	7	-3	-15	12	i	-4	-24	1
CCOC(=O)c1c(S(=O)(=O)Nc2ccc(C)c(F)c2)c(C)n(C)c1C	0	-3	0	6	3	i	-4	18	-1
Cc1nc(C(=O)NCc2ccccc2)sc1C1(C)CC(c2cccc([N+](=O)[O-])c2)=NO1 (stereo not drawn)	2	6	-4	7	-9	i	26	-1	2

Fetched by compound from above, 2 records:
SMILES	E coli Lon inh	MT1-MMP act inh	MsrA act	CendR NRP1 mod	SKN-1 inh	Neddylation inh	FAS-TE inh	MLLE-PAM2 inh	Rin1 Abl inh
CCn1ncc([N+](=O)[O-])c1C(=O)Nc1ccc(C)c(C)c1	3	4	-2	16	23	i	-2	6	2
O=C(COc1ccc(Br)cc1Cl)c1ccc[nH]1	9	-5	-3	-11	19	i	7	-14	-1

Going on with the list:
SMILES	E coli Lon inh	MT1-MMP act inh	MsrA act	CendR NRP1 mod	SKN-1 inh	Neddylation inh	FAS-TE inh	MLLE-PAM2 inh	Rin1 Abl inh
CCOC(=O)c1ccc(NC(=O)c2ccco2)cc1	0	-4	-2	5	18	i	-2	-4	0
CCN(CC)C(=O)CSc1nc2c(sc(=S)n2Cc2ccco2)c(=O)n1-c1ccccc1	-6	-4	-1	2	9	i	30	8	-2
C=C(C)c1cccc(C(C)(C)NC(=O)NC2CC(C)(C)NC(C)(C)C2)c1	-1	2	-4	1	-9	i	-8	13	0
Cc1ccc(-c2nc(N3CCN(C)CC3)c3ccccc3n2)cc1	0	-4	-11	-14	17	i	1	-2	1
O=C(OCCCc1cc2ccccc2c(=O)o1)c1ccc(F)cc1	1	2	-1	4	18	i	24	-4	1
Cc1ccc(CNC(=O)C(=O)NCCC2CCCCN2S(=O)(=O)c2cccs2)cc1 (stereo not drawn)	1	5	-10	5	-3	i	17	5	1
O=C(Nc1ccc(C(=O)N2CCOCC2)cc1)c1cccc(Br)c1	5	-1	-4	6	-1	i	-6	8	-4
C/C(NCc1cccnc1)=C(\C#N)C(=O)NCc1ccccc1	-17	9	0	-6	2	i	-5	2	1
CC(C)(C)c1ccc(OCC(=O)N(Cc2cccs2)C2CCS(=O)(=O)C2)cc1 (stereo not drawn)	3	1	-1	0	1	i	26	-4	2
COc1ccccc1N(C)S(=O)(=O)c1ccc(C(=O)N(C)Cc2cccc(OC)c2OC)cc1	-2	0	-2	5	9	i	6	8	-1
O=C(N/N=C/c1ccccc1Cl)c1nc2ccc([N+](=O)[O-])cc2c(=O)[nH]1	-3	4	-2	-78	11	i	20	-4	4
CCOc1ccc(NC(=O)COC(=O)c2cc(=O)c3ccccc3o2)cc1	13	2	-3	6	-7	i	-9	5	2
CC(=O)N(CC1CCCO1)C1(C(=O)NC2CCCC2)CCCCC1 (stereo not drawn)	-1	-4	-2	1	28	i	-4	-8	1
COc1ccc(C(=O)NC(=S)NC2CCSC2=O)cc1 (stereo not drawn)	-8	-3	-5	5	4	i	-2	38*	3
C=CCN1CCN(C(CC(C)C)c2nnnn2CCOC)CC1 (stereo not drawn)	1	0	-2	2	5	i	-2	-2	-2
Cc1cc(C(=O)COC(=O)c2ccc(N)cc2)c(C)n1-c1c(C)n(C)n(-c2ccccc2)c1=O	-7	0	2	-5	-6	i	-1	4	1
CC(=O)Nc1ccc(NC(=O)COc2ccc(-c3ccccc3)cc2)cc1	4	1	-2	13	23	i	-2	-4	0
CN(CC(=O)Nc1ccc(N2CCOCC2)cc1)CC(=O)Nc1cccc(C#N)c1	-3	x	-13	2	-16	i	-7	-31	-3
C[C@@H](C(=O)Nc1ccc2ccccc2c1)[C@@H]1C[C@@]1(C)[C@@H](N)c1ccccc1	-5	2	-2	1	-6	i	-6	-5	2
COc1ccc(-n2c(=S)[nH]c3cc(C(=O)NCc4ccco4)ccc3c2=O)c(OC)c1	0	-3	-7	-3	-12	i	-22	30	0
COC(=O)COc1ccc(/C=C2\SC(=O)N(CC(=O)Nc3ccccc3F)C2=O)cc1	3	-2	-6	4	16	i	3	-6	0
O=C(NCc1ccco1)c1cccc2c1C(=O)c1ccc(/C=C/c3ccccc3)cc1S2(=O)=O	-31	-6	-4	-80	22	i	19	-5	0
CCCc1cc(C(=O)N2CCCC(C(=O)c3cccc4ccccc34)C2)n(C)n1 (stereo not drawn)	-3	-3	-1	-2	-2	i	9	4	-2
CC(C)CNC(=O)c1c2c(nc3ccccc13)-c1ccccc1CC2	-12	0	0	6	10	i	0	1	-1
Cc1ccc(C(=O)Nc2nc3ccc(S(C)(=O)=O)cc3s2)cc1C	-12	-1	-5	15	-15	i	-3	1	0
Cc1ccc(S(=O)(=O)N2CCCCC2)cc1NC(=O)COc1ccccc1	4	11	1	14	7	i	10	17	5
O=C(NCc1cccnc1)c1cccc(S(=O)(=O)NCc2ccccc2)c1	-7	2	-4	8	3	i	-6	13	-1
CCOC(=O)c1ccc(S(=O)(=O)N2CCN(C/C=C/c3ccccc3)CC2)cc1	-8	2	-2	1	6	i	30	-11	1
CS(=O)(=O)c1ccc2nc(NC(=O)C3CC(=O)N(c4ccc(F)cc4)C3)sc2c1 (stereo not drawn)	-16	-13	-1	-18	18	i	-3	-14	1
CCn1c(COc2ccccc2)nnc1SCC(=O)NC1CC1	-10	7	-8	-8	4	i	-3	-13	-2
CCOc1ccc(Cl)cc1C1=CC(=O)C[C@H](c2ccc(OC)cc2)C1	-6	1	-5	10	-5	i	35	3	2
Cc1ccc(Cc2c(-c3ccc(Br)cc3)nc3ccc(Cl)cn23)cc1	1	-11	-3	7	5	i	16	-1	-1
COc1ccc(C(C(=O)NC2CCCC2)N(C(=O)c2ccco2)c2ccc(OC)c(OC)c2)cc1 (stereo not drawn)	-4	-3	-3	8	1	i	-5	8	0

Random draw from the library; any-hit rate near 4%.
